Screening data as filed in PubChem BioAssay.
Apoferritin bind = candidate novel general anesthetic via apoferritin binding. apoferritin/1-aminoanthracene competitive binding, fluorescence. Potency, µM (titrated, usually from 77.5 µM), for the others: at the highest dose activity change, negative = displacement, actives largely listed as inhibitors. 0.074% of 350,000 active. AID 485281; note: potency is the fitted concentration of half-maximal effect; % is set by controls: 0 for no effect and ±100 for the full control effect; nearly all actives have a fitted effect of over 20% in size
Target sequence (P02791 2-175 limits assumed): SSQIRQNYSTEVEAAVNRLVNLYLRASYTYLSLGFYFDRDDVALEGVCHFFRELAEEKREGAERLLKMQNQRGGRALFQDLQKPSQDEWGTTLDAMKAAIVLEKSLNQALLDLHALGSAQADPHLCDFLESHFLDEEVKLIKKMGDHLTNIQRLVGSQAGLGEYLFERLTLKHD
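Concentration-response curves derived by four-parameter Hill fitting of normalized fluorescence, where compounds displaced 1-AMA from 10 uM horse apoferritin following a brief 10 min room-temperature incubation; propofol titration acted as positive control.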
POLK inh = inhibitors of human DNA polymerase kappa | 0.53% of 400,000 active | AID 588579 | purified Pol kappa, fluorescent DNA synthesis assay, 10 min | Potency, µM (top dose mostly 107 µM), for inactives: top-dose activity, negative = inhibition, actives largely listed as inhibitors; note: potency is the fitted concentration of half-maximal effect; % is set by controls: 0 for no effect and ±100 for the full control effect
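First, compounds were pin-transferred onto 10 nM Pol kappa. After 15 min at room temperature, substrate was added to 50 nM final. Fluorescence was then measured kinetically at 0 and 10 min.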
BLM helicase inh = blocks DNA unwinding by human BLM helicase | AID 2528 | 0.2% of 350,000 active | P54132 | Potency, µM (top dose mostly 56.1 µM), without a hit: at the top dose activity change, negative = inhibition, most hits filed as inhibitors | recombinant BLM DNA unwinding, fluorescence dequenching;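 note: potency is the fitted concentration of half-maximal effect; plate controls were vehicle for no effect and no enzyme for full effect; nearly all actives have a fitted effect of over 35% in size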
POLI inh = blocks human DNA polymerase iota activity; Q9UNA4; Pol iota fluorescent replication assay, 10 min; Potency, µM (top dose mostly 115 µM), without a hit: top-dose activity, negative = inhibition, most hits filed as inhibitors; 1% of 390,000 active; AID 588590; note: potency is the fitted concentration of half-maximal effect
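Pol iota at 10 nM preincubated 15 min with compounds at room temperature; reaction started with fluorescent substrate, 50 nM final. Fluorescence read kinetically at 0 and 10 min; buffer-only wells as negative control.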
PGK inhibitor = blocks T. brucei phosphoglycerate kinase; P07378; 0.043% of 380,000 active; PGK/GAPDH coupled, Kinase-Glo luminescence, 60 min; Potency, µM (doses to about 57.5 µM), inactives show at the top dose activity change, negative = inhibition, hits mostly inhibitors; note: potency is the fitted concentration of half-maximal effect; % is set by controls: 0 for no effect and ±100 for the full control effect; nearly all actives have a fitted effect of over 60% in size
Target sequence (P07378 whole entry, looked up): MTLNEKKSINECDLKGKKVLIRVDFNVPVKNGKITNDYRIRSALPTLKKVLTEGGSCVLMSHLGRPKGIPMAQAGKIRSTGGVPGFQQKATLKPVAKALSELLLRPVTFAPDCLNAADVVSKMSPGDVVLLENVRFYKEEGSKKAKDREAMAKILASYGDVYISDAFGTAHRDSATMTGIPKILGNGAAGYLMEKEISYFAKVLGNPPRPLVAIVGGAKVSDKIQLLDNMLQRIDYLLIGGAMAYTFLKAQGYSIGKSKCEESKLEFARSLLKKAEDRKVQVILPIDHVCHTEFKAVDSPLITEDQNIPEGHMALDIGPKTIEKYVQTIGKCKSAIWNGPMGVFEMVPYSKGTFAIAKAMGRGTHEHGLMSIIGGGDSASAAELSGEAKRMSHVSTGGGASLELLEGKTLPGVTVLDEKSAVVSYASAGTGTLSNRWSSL
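Luminescent ATP detection (Kinase-Glo Plus) follows a 60-minute room-temperature incubation, with wells lacking PGK as controls. Buffer: 100 mM TEA (pH 7.6), 5 mM MgCl2, 0.01% Tween-20. Coupling enzyme GAPDH (100 nM final) supplies unstable 1,3-BPG in-well.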
APE1 inh = inhibitors of human APE1 endonuclease | recombinant APE1, TAMRA/BHQ-2 abasic DNA cleavage fluorescence | Potency, µM (doses to about 65.8 µM), inactives show top-dose activity change, negative = inhibition, most hits filed as inhibitors | 0.35% of 350,000 active;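 note: potency is the fitted concentration of half-maximal effect; plate controls were vehicle for no effect and reference inhibitor for full effect; nearly all actives have a fitted effect of over 55% in size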
Target sequence (P27695 whole entry, looked up): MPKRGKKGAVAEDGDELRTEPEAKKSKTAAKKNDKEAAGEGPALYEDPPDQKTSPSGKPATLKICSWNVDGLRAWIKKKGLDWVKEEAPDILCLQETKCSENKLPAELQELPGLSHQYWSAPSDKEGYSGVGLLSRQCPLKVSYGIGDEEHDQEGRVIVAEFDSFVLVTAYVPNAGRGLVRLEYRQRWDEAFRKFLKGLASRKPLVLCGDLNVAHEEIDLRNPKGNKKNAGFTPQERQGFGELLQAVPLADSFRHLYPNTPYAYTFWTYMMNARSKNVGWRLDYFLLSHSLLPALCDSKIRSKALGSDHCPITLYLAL
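Activity was derived from the fluorescence gain between first and third kinetic reads (60 s intervals, ex 525/em 598 nm) after 50 nM THF-abasic TAMRA/BHQ-2 duplex was added to 0.75 nM APE1 preincubated 15 min with compound.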
POLB inh = DNA polymerase beta (human) inhibition | P06746 | Pol beta primer extension/strand displacement, fluorescence kinetic | Potency, µM (top dose mostly 114 µM), for inactives: top-dose activity change, negative = inhibition, actives largely listed as inhibitors | 1.3% of 340,000 active; note: potency is the fitted concentration of half-maximal effect; % is set by controls: 0 for no effect and ±100 for the full control effect
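Reaction started by 50 nM substrate onto compound-treated Pol beta (10 nM, 15 min preincubation, room temperature); plates read at 0 min and 10 min. Normalized concentration-effect data fitted by four-parameter Hill equation.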
RXFP1 antag = antagonists of human relaxin receptor RXFP1. 0.59% of 350,000 active. AID 1259400. Q9HBX9. activity change, negative = inhibition, % at 57.5 µM. HEK293-RXFP1, relaxin-stimulated cAMP HTRF, 30 min; stronger effect = lower value;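 active = activity change of -60% or lower, but not beyond a set lower limit; inconclusive = change between -60% and -40%, or beyond the set limit; inactive = change above -40%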; note: % is set by controls: 0 for no effect and ±100 for the full control effect
POLH inh = blocks human DNA polymerase eta activity | Q9Y253 | recombinant Pol eta, fluorescent DNA replication assay | Potency, µM (series often up to 114 µM), without a hit: at the top dose activity change, negative = inhibition, actives largely listed as inhibitors | 1.2% of 390,000 active; note: potency is the fitted concentration of half-maximal effect; % is set by controls: 0 for no effect and ±100 for the full control effect
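Pol eta at 10 nM preincubated with compounds 15 min at room temperature; reaction started with fluorescent substrate (50 nM final) and read kinetically at 0 and 10 min.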
The depositor's hits bear a star; i = inactive; ? = inconclusive; / = no result given; & = joins results of further samples; [ ] = remark or other dose. Unless noted, calls come from the whole dose curve; as a rule, active = well fitted curve in the direction sought with a large enough effect; inconclusive = small, poorly fitted or top-dose-only effect, or another doubt; inactive = no such curve, though single readings can be large; an effect the other way counts as inactive or inconclusive.

Order of values: PGK inhibitor | POLH inh | POLB inh | RXFP1 antag | Apoferritin bind | POLI inh | BLM helicase inh | POLK inh | APE1 inh
CCN(CC)CCNC(=O)CNC(=O)c1nn(-c2ccc(OC)c(OC)c2)c(=O)c2ccccc12
    -10.9% | -17.2% | 28.8% | 2.1 | 2.5% | 195.5%[activator] | 8.1% | 2.3% | 42.2%[activator]
COc1cc(NC(=O)c2cccs2)ccc1NC(=O)c1cc2ccccc2o1
    -12.1% | -8.8% | 1.7% | 2.5 | -3.6% | 26.0% | -5.2% | -0.4% | -2.3%
CCCNC(=O)C1CCN(c2nc(C)cc(C)n2)CC1
    4.0% | 2.5% | -10.4% | -1.9 | -1.6% | 16.9% | -2.0% | 0.4% | -4.8%
COc1ccc(NC(=O)Nc2ccc(F)c(Cl)c2)cc1
    / | -7.5% | -2.9% | -6.3 | -1.5% | -19.9% | -1.7% | 6.3% | -1.7%
Cc1c(S(=O)(=O)Nc2ccc3c(c2)OCCO3)cnn1C
    15.5% | 4.8% | 1.2% | -6.6 | -7.6% | 115.8%[activator] | -10.3% | -4.5% | 14.9%
O=C(Nc1nnc(C2CC2)s1)c1cc(Cl)sc1Cl
    i | -2.9% | 16.0% | 1.6 | -6.9% | -12.6% | -2.3% | -20.5% | 52.1%[activator]
Cc1nc(N2CCOCC2)nc(N2CCC(C)CC2)c1[N+](=O)[O-]
    5.3% | -14.4% | -19.4% | -10.1 | 4.8% | -6.3% | -6.9% | -8.1% | -5.9%
COc1ccccc1OC(=O)CCN1c2ccccc2Sc2ccccc21
    5.1% | -10.5% | 13.0% | -20.5 | 67.1%[activator] | -1.8% | -8.4% | -1.3% | -4.9%
COc1ccc(NC(=S)Nc2ccccc2)cc1
    -9.8%&-4.8% | -16.2%&5.1% | -1.7%&-12.5% | 5.9&5.0 | -0.1%&-1.0% | 34.2%&-10.0% | -1.3%&-2.8% | 0.6%&-8.8% | ?
O=C(c1ccccc1NS(=O)(=O)c1cccs1)N1CCCC1
    -8.9% | -15.0% | 11.4% | -5.4 | -6.9% | 10.2% | -0.7% | 2.4% | -2.0%
COc1ccc(-n2c(-c3ccco3)nc3c(cnn3-c3ccccc3Cl)c2=O)cc1
    -4.9% | -16.3% | -2.0% | / | -4.4% | 37.8%[activator] | -3.5% | -5.9% | /
CC(C)C[C@H](NC(=O)c1[nH]cnc1C(=O)N[C@@H](C)C(=O)OCc1ccccc1)C(=O)OC(C)(C)C
    -7.2% | -22.8% | -25.9% | / | -8.5% | -8.3% | -15.4% | -1.1% | 10.2%
O=C(CCN1C(=O)COc2ccccc21)NCCN1CCc2ccccc2C1
    -7.9%[11.5 µM] | -11.6% | -0.4% | -10.0 | -6.3% | 10.1% | 3.5% | -4.1% | -3.2%
NC(=O)c1cc(Cc2ccccc2)sc1NC(=O)c1ccco1
    -5.3% | -20.6% | 0.8% | -12.2 | -2.7% | 3.1% | -6.9% | -7.1% | 3.1%
COc1ccc(CNC(=O)COC(=O)CCC(=O)c2cccs2)cc1
    i | -12.4% | 8.7% | -9.8 | -8.7% | 64.2%[activator] | -5.8% | -12.3% | -5.1%
Cc1noc(C)c1CSCC(=O)Nc1nc2ccc(S(C)(=O)=O)cc2s1
    i | -13.9% | / | -13.0 | / | 22.7% | / | -2.6% | 16.7%
COc1ccc(-n2ncc(N(C)n3cccc3)c(Cl)c2=O)cc1
    -4.5% | -15.1% | 7.9% | -9.4 | -17.0% | -4.8% | 0.1% | -7.0% | -1.5%
Cc1ccc(-c2nnc(SCC#CCOC(=O)c3cccs3)o2)cc1
    -6.8% | -21.1% | 12.4% | -1.2 | -16.6% | 6.7% | -8.2% | -7.2% | -2.9%
CNC(=O)/C(C#N)=C\c1ccc(CNS(=O)(=O)c2ccccc2)o1
    -5.0% | -13.3% | 22.3% | 12.5 | 3.7% | 0.1% | -3.0% | -4.0% | 6.0%
COc1ccc(N2CCN(CC(=O)N3c4ccccc4CC3C)CC2)cc1 (stereo not given)
    6.3% | -24.2% | 12.1% | 8.9 | 5.5% | 84.2%[activator] | -1.1% | -3.2% | 20.3%
Cc1ccccc1NC(=O)COC(=O)CN1C(=O)NC(C)(C)C1=O
    -9.4% | -8.4% | -8.2% | 0.2 | -3.7% | -4.4% | -6.7% | -3.6% | -2.3%
COc1ccc(OC)c(CC(=O)NC(c2ccccc2)c2ccccc2)c1
    5.5% | 2.9% | 35.6% | -34.1 | 4.5% | 35.7%[activator] | 1.0% | -15.7% | -6.6%
O=S(=O)(NC1CCCCC1Oc1ccccc1)c1ccc(Cl)cc1 (stereo not given)
    6.6% | -8.8% | -12.5% | 3.6 | -16.7% | 6.5% | -8.1% | -9.5% | ?
CC1CC(C)(C)NC(=S)N1CCC(=O)NCCc1ccc(Cl)cc1 (stereo not given)
    -6.2% | 0.6% | 11.4% | -5.7 | -5.5% | 125.8%[activator] | -0.3% | -5.2% | -2.4%
COc1ccc(-c2ccc3oc(-c4ccsc4)cc3c2)cc1
    3.3% | -12.1% | / | / | / | 6.0% | / | -10.0% | /
Nc1cc(-c2ccc(Br)cc2)nc2cc(-c3ccccc3)nn12
    -2.7% | -14.5% | -0.3% | -6.6 | -4.0% | 12.0% | -6.8% | -0.6% | 5.4%
C=CCn1cnc2c(c1=O)c1nc3ccccc3nc1n2/N=C/c1cccc(OC)c1OC
    / | -34.9% | -3.4% | 16.2 | -11.8% | 43.3%[activator] | -10.8% | -2.4% | 12.8%
O=C(O)c1ccccc1C(=O)NC1CCCc2ccccc21 (stereo not given)
    -4.4% | -0.7% | 35.0% | 9.5 | -1.0% | 29.2% | -2.1% | -16.6% | 3.1%
O=C(c1oc(=O)c2ccccc2c1-c1ccccc1)N1CCN(C2CCCCC2)CC1
    -4.4% | -14.6% | 1.7% | -3.7 | -15.5% | -22.1% | -0.4% | 10.1% | 4.0%
Cc1ccccc1CNC(=O)C(C)n1nc(C)n2c(cc3occc32)c1=O (stereo not given)
    / | / | 29.9% | 7.1 | 3.8% | -8.2% | -0.3% | -2.7% | /

Results in APE1 inh, RXFP1 antag and POLH inh, for two of the compounds above:
molecule	APE1 inh	RXFP1 antag	POLH inh
Cc1ccc(-c2nnc(SCC#CCOC(=O)c3cccs3)o2)cc1	-2.9%	-1.2	-21.1%
CNC(=O)/C(C#N)=C\c1ccc(CNS(=O)(=O)c2ccccc2)o1	6.0%	12.5	-13.3%

More records.
Order of values: PGK inhibitor | POLH inh | POLB inh | RXFP1 antag | Apoferritin bind | POLI inh | BLM helicase inh | POLK inh | APE1 inh
CC(=O)c1ccc(-c2ccc(C(=O)NCC(c3ccco3)N(C)C)o2)cc1 (stereo not given)
    8.1% | -19.1% | / | -10.9 | / | ? | / | -4.3% | 8.0%
COCCNC(=O)C1CCN(C(=O)c2cc3sccc3n2Cc2ccc(Cl)cc2)CC1
    i | -16.2% | -0.7% | -3.5 | -7.5% | 24.1% | -3.5% | -11.0% | /
Cc1ccccc1NC(=S)c1ccc2ccccc2n1
    2.1% | -10.3% | 18.4% | -0.4 | 4.6% | 0.6% | -6.5% | -6.0% | 8.4%
CCOc1ccc(CNCc2c(C(=O)O)n(Cc3ccccc3C)c3cc(OC)ccc23)cc1OC
    -0.4% | -14.0% | ? | 0.9 | 55.7%[activator] | -9.2% | -7.4% | -13.7% | /
O=C(NCC(c1ccco1)N1CCCC1)c1cccc(S(=O)(=O)N2CCOCC2)c1 (stereo not given)
    0.9% | -0.4% | / | 0.1 | / | -3.3% | / | -6.4% | -11.7%
CCOC(=O)N1CCC2(CC1)C(C#N)=C(N)Oc1n[nH]c(CSc3ccc(C)cc3)c12
    -8.2% | 4.1% | ? | 1.9 | ? | ? | -4.6% | -7.1% | 0.2%
Cc1nnc2sc(SCC(=O)N3CCc4ccccc43)nn2c1=O
    i | -3.1% | / | 2.4 | / | 32.9%[activator] | / | 17.4% | /
COc1ccccc1C(=O)NCCCN1CCCC1=O
    i | 3.7% | -4.4% | -3.9 | 32.1%[activator] | 10.1% | -4.2% | 0.8% | -1.1%
Cc1cc(C)c(-c2cc(NC(=O)CSc3n[nH]c(N)n3)n(-c3ccccc3)n2)cc1C
    i | -17.8% | -0.3% | -15.0 | ? | 7.1% | -9.3% | -4.1% | -2.5%
C#CC(C)(C)NC(=S)NC1CC2C=CC1C2 (stereo not given)
    -2.2% | -16.0% | 1.6% | -15.2 | -3.5% | 165.8%[activator] | 0.1% | 2.0% | 0.8%
COc1cc(NC(=O)c2ccco2)ccc1NC(=O)C(C)C
    5.3% | -8.7% | 22.5% | 1.1 | -7.4% | 11.8% | -3.9% | -11.2% | 25.1%
COC(=O)C(NC(=O)c1cccnc1Cl)C(C)C (stereo not given)
    -5.8% | -0.8% | 4.9% | -6.3 | -11.3% | 6.8% | -1.3% | -12.6% | -0.2%
Cc1ccc(-c2nn(CCC(=O)NC(C)C)c(=O)c3ccccc23)cc1
    -2.0% | 9.6% | 51.9% | 4.1 | 2.5% | -5.1% | -0.5% | 2.5% | -12.1%
CCc1noc(C)c1C(=O)NNC(=O)COc1ccc(C)c(C)c1
    -0.3% | -1.9% | / | -5.2 | / | 11.6% | / | -13.7% | 2.5%
O=C(NCc1csc(-c2cccs2)n1)Nc1cccc(Cl)c1
    -5.6% | 1.8% | ? | -7.2 | -9.7% | 124.3%[activator] | -9.9% | -8.9% | 0.9%
O=C(N/N=C/c1ccco1)c1cc(C2CC2)[nH]n1
    -13.3% | -6.7% | 33.5% | -2.1 | 0.8% | -23.2%[58.9 µM] | -1.2% | 0.9% | ?
CC1Cc2cc(-c3csc(N)n3)ccc2O1 (stereo not given)
    -4.8% | -18.3% | 0.8% | -3.8 | ? | 18.2% | -2.0% | 1.0% | 9.3%
COc1ccc(Cn2c(=O)[nH]c3cc(C(=O)NCc4ccc5c(c4)OCO5)ccc3c2=O)cc1
    i | 4.7% | / | -2.8 | / | 8.5% | / | -5.6% | /

These rows are one share of the data; rates above refer to the full screens.
